# Menin MLL FP TR – displaces Texas Red mutant MLL peptide from human menin; O00255; Menin + Texas Red MLL mutant peptide, fluorescence polarization; Potency, µM (doses to about 61.6 µM), without a hit: top-dose FP activity change, negative = inhibition, most hits filed as inhibitors; hit rate 0.23% among 270,000; AID 1768; active means well fitted inhibition curve with a large enough effect in the polarisation, with a control signal flat, not every such curve was filed as active; inconclusive means small, poorly fitted or top-dose-only effect, or effect the other way, or a change in a side signal; inactive means no such curve, though single readings can be large or run the other way; the % refers to the polarisation; further: potency means the concentration at half of the fitted maximal effect; % of control where 0% means no effect; many of its hits are not listed in these tables
# hERG WT inh – KCNH2 (human, wildtype) channel inhibition; U2OS, BacMam KCNH2, thallium flux FluxOr; active compounds read low; hit rate 0.37% among 340,000; Q12809; activity change, % at 1.84 µM; AID 720551;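 active means maximum activity change below -70%; inconclusive means maximum activity change between -70% and -50%; inactive means maximum activity change above -50%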; further: on the % scale 0 is the no-effect control and ±100 the full control effect
# Target sequence (Q12809 whole entry, looked up): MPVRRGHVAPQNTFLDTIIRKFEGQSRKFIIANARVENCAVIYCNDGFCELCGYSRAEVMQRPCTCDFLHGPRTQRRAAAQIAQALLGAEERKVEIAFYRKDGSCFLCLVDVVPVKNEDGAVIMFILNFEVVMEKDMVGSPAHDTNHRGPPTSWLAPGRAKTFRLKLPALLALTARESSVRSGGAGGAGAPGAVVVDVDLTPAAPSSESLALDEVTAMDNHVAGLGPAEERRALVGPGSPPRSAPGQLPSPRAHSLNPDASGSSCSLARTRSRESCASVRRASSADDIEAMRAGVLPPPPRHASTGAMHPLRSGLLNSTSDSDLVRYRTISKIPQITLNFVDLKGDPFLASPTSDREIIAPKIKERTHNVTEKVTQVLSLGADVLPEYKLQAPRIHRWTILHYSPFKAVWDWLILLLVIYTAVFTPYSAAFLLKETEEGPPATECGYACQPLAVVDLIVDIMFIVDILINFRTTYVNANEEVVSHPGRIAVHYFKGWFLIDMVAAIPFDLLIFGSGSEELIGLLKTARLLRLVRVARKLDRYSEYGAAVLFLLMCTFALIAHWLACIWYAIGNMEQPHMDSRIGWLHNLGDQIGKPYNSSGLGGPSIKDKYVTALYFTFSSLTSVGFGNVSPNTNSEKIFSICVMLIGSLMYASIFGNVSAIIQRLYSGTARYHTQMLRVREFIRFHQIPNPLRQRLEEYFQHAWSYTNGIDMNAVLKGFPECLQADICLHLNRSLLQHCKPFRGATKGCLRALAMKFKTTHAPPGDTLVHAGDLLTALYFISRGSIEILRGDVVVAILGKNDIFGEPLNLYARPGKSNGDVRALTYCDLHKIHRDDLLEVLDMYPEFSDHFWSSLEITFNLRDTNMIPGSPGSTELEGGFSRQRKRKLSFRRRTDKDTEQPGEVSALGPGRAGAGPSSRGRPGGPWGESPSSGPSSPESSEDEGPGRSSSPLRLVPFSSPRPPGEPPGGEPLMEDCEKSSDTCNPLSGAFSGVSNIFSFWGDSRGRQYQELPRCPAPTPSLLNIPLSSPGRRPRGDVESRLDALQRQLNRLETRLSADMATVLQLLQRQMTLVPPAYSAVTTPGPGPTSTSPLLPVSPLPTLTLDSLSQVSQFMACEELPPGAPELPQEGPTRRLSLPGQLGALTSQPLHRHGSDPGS
#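 U2OS cells transduced with wild-type KCNH2 virus are loaded with FluxOr dye for 45 min, and thallium flux is measured in kinetic reads before and after stimulation buffer. Rate constants are normalized to DMSO controls.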
# B2AR arrestin – recruits beta-arrestin to the human beta2-adrenergic receptor; beta-arrestin recruitment to beta2AR, cell-based reporter; hit rate 0.02% among 330,000; P07550; Potency, µM (highest dose often 46.1 µM), inactives show at the highest dose activation, hits mostly activators; AID 492947;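 further: potency means the concentration at half of the fitted maximal effect; 0% = DMSO controls and full agonism = EC100 isoproterenol or metaproterenol; nearly all actives have a fitted effect of over 65% in size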
# Giardia killer – kills Giardia lamblia; activity change, % at 7.66 µM, hits read low; AID 540267; Giardia lamblia trophozoite viability; hit rate 0.15% among 340,000; in the data active means activity change below about -80%; inconclusive means between about -30% and that limit;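 further: parasites exposed to compound for two days anaerobically before the ATP read; on the % scale 0 is the no-effect control and ±100 the full control effect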
#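 Giardia lamblia trophozoites (100 cells/well) were incubated with compounds for 48 h at 37 deg C under anaerobic conditions. Viability was read as ATP content by one-step luminescence after 15-30 min at room temperature.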
# TRPV1 agonist – agonists of human vanilloid receptor 1 (TRPV1) | Q8NER1 | activation, % at 8.33 µM | hit rate 0.19% among 320,000 | TRPV1-expressing cells, Fluo-8 calcium influx, agonist mode; in the data active means activation above about 80%; inconclusive means between about 30% and that limit; further: 0% is about no effect
#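 Fluo-8 calcium influx in TRPV1-expressing cells, kinetic read (ex 480/em 520 nm). Compound added and read 3 min for agonist activity, followed by capsaicin at EC20 final and 2 min further read for enhancement.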
# Coupling enz – counter-screen for Giardia aldolase inhibitors: coupling enzyme system; coupling enzyme system counterscreen, AmpLite Red fluorescence; activity change, negative = inhibition, % at 58.2 µM, hits read low; hit rate 0.67% among 290,000; in the data active means activity change below about -30%; further: on the % scale 0 is the no-effect control and ±100 the full control effect
#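 Coupling enzymes only (glyceraldehyde-3-phosphate) + compound, at 57.5 uM final, 10 min RT; add substrate/coupling/AmpLite Red mix, 20 min RT; fluorescence ex 525/em 598 nm. Actives flag coupling-system interference.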
# PKM2 activator – PKM2 (human) enzyme activation; purified PKM2, Kinase-Glo ATP luminescence, activation; response scale: 0% is enzyme alone, no compound; Potency, µM (top dose mostly 57.5 µM), for the others: at the highest dose activation, hits mostly activators; hit rate 0.34% among 260,000; further: potency means the concentration at half of the fitted maximal effect; on the % scale 0 is the no-effect control and ±100 the full control effect; nearly all actives have a fitted effect of over 55% in size
#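 hPK-M2, >95% pure; 0.1 mM ADP / 0.5 mM PEP final; imidazole pH7.2 buffer w/ 7 mM MgCl2, 50 mM KCl; 1 h RT; Kinase-Glo lum. Intermediate enzyme activity for dual inhibitor/activator qHTS.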
# KCNH2 3.1 block – KCNH2 3.1 (human) potassium channel inhibition | U2OS KCNH2 3.1, thallium flux FluxOr; active compounds read low | activity change, % (tested at about 1.8 µM) | hit rate 0.95% among 340,000;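 active means maximum activity change below -70%; inconclusive means maximum activity change from -70% to -50%; inactive means maximum activity change above -50%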;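 further: thallium influx rate constant from kinetic fluorescence after stimulation buffer; on the % scale 0 is the no-effect control and ±100 the full control effect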
#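 Kinetic fluorescence (2 min after stimulation buffer) measures Tl+ influx through KCNH2 3.1 expressed by viral transduction in U2OS cells; the rate constant is normalized against DMSO controls serving as positive and negative references.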
# USP2a block – USP2a (human) protease inhibition; Potency, µM (top dose mostly 38.3 µM), inactives show at the highest dose activity change, negative = inhibition, actives largely listed as inhibitors; USP2 core, Ub-CHOP2 coupled fluorogenic reporter, 485/531; hit rate 0.01% among 330,000; O75604;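 further: potency means the concentration at half of the fitted maximal effect; plate controls were DMSO wells for no effect and full inhibition by NEM control for full effect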
#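 Deubiquitinase activity read as fluorescence (485/531 nm) after Ub-CHOP2 cleavage activates the enterokinase reporter on its substrate; USP2 core 10nM, Ub-CHOP2 and substrate 25nM each, 30min compound preincubation then 60min RT; data normalized to NEM, curves fitted.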
# GALK inhibitor – inhibitors of human galactokinase; Potency, µM (titrated, usually from 57.5 µM), for inactives: at the highest dose activity change, negative = inhibition, actives largely listed as inhibitors; hit rate 0.007% among 270,000; Purified GALK, Kinase-Glo residual ATP luminescence; P51570; further: potency means the concentration at half of the fitted maximal effect; on the % scale 0 is the no-effect control and ±100 the full control effect
#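 Quantitative HTS: GALK 5 nM, ATP 35 uM, galactose 100 uM, 1 h room temperature, then luciferase-based ATP detection.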
# MLL CXXC-DNA inh – blocks binding of human MLL CXXC domain to DNA | Potency, µM (series often up to 115 µM), for the others: at the highest dose activity change, negative = inhibition, actives largely listed as inhibitors | hit rate 0.037% among 290,000 | AID 2662 | MLL-CXXC / FITC-HOXA9 DNA fluorescence polarization | Q03164; active means well fitted inhibition curve with a large enough effect in the polarisation, with a control signal flat, not every such curve was filed as active; inconclusive means small, poorly fitted or top-dose-only effect, or effect the other way, or a change in a side signal; inactive means no such curve, though single readings can be large or run the other way; the % refers to the polarisation; further: potency means the concentration at half of the fitted maximal effect
#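 Steps: dispense CXXC domain solution (7 uM) → pin compounds or unlabeled HOX-A9 DNA control → 5 min ambient → add FLSN-HOX-A9 solution (50 nM) → spin → 30 min ambient → fluorescence polarization. Tris pH 7.5/NaCl/DTT/BSA buffer.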
# Active calls of the source: *; ? = inconclusive; . = no result given; [ ] = dose if it differs, or a comment. Unless noted, the call rests on the fitted dose curve; in most records, active means well fitted curve in the direction sought with a large enough effect; inconclusive means small, poorly fitted or top-dose-only effect, or another doubt; inactive means no such curve, though single readings can be large; an effect the other way counts as inactive or inconclusive. The list is partial. The share of hits here may be higher or lower than overall.
SMILES,Menin MLL FP TR,hERG WT inh,B2AR arrestin,Giardia killer,TRPV1 agonist,Coupling enz,PKM2 activator,KCNH2 3.1 block,USP2a block,GALK inhibitor,MLL CXXC-DNA inh
COc1ccc(OC)c(CCNC(=O)c2ccccc2NC(=O)C2=C(C)OCCS2)c1,.,-23,0.2%,5,1,.,.,-3,3%,-3%,11%
CCOC(=O)C1CCN(C(=O)c2ccc3c(c2)NC(=O)/C(=C\c2cccc(C)c2)S3)CC1,2%,-12,0.5%,22,5,2,2%,?,-6%,5%,3%
O=C(CSc1nnc(-c2cccnc2)n1-c1ccccc1)Nc1ccccc1,14%,-1,0.4%,4,4,1,-5%,9,1%,-2%,3%
COc1ccc(NC(=O)CN(C)C(=O)c2cccc(S(=O)(=O)N3CCN(c4ccccc4)CC3)c2)cc1,.,-5,-0.1%,-7,5,.,.,-101*,0%,.,.
COc1ccc(NC(=O)CN(C)C(=O)c2ccc(NS(=O)(=O)c3cccc([N+](=O)[O-])c3)cc2)cc1,.,2,-0.3%,-28,-1,.,.,0,-1%,.,.
Cc1onc(-c2ccccc2Cl)c1C(=O)N(C)C1CCCCC1,-5%,1,-0.4%,-13,-3,1,-9%,2,-5%,1%,1%
Cc1ccccc1-c1nnc(SCCC(=O)N2CCOCC2)o1,-5%,-3,0.0%,-10,19,-2,-14%,-2,-1%,4%,5%
COc1ccc(/C=C/c2c([N+](=O)[O-])c(=O)n(C)c(=O)n2C)cc1,5%,2,0.3%,-3,-1,-1,-2%,0,1%,-2%,-24%
O=C(NCc1ccc(F)cc1Cl)C1CCN(S(=O)(=O)N2CCCCC2)CC1,?,?,0.9%,0,0,1,-1%,5,3%,1%,-4%
Cc1cc[n+](C(C)C(=O)c2ccc(-c3ccccc3)cc2)cc1 (stereo not given),-19%,-4,-0.4%,9,2,0,1%,22,0%,-3%,0%
CCc1cccc(NS(=O)(=O)c2ccc3c(c2)CCC(=O)N3)c1,12%,3,-0.6%,2,0,2,2.8µM*,-4,0%,10%,6%
O=C(NC1CCCCC1)C(c1ccc(F)cc1)N(Cc1ccccc1)C(=O)CN1C(=O)c2ccccc2S1(=O)=O (stereo not given),?,-7,-0.7%,-22,5,3,0%,-44,2%,1%,9%
CCOc1ccc(NC(=O)CSc2nc(N)c(-c3ccccc3)c(=O)[nH]2)cc1,0%,3,0.4%,-13,-1,2,-16%,-5,1%,-1%,0%
O=C(NCc1ccco1)/C(=C\c1cccs1)NC(=O)c1ccsc1,5%,19,-0.5%,-1,-1,-1,1%,5,0%,2%,1%
Cc1cccc(C(=O)O/N=C2\CCCc3ccccc32)c1,-9%,3,-0.3%,-8,11,-2,-13%,-13,-2%,-3%,-2%
COc1cc2nc(C3CCC3)n(NC(=O)C3CCCC(OC)C3)c(=O)c2cc1OC (stereo not given),-13%,5,0.1%,37[activator],1,1,1%,7,0%,-3%,-4%
N#Cc1c(-c2ccccc2)cc(-c2ccccc2)[nH]c1=O,0%,-1,0.2%,20,5,0,.,19,-4%,0%,-1%
O=C(NCC1CCCO1)c1cn(Cc2ccccc2)nc1-c1ccccc1 (stereo not given),.,1,-0.3%,10,0,.,.,0,-7%,.,.
COc1ccc(NC(=O)CCSc2cc(C)c3ccccc3n2)cc1,17%,-16,0.2%,-15,22,0,1%,-1,1%,-2%,13%
Cc1c(C)n(C)c2ccc(C(=O)NCCCN3CCN(c4ccccc4F)CC3)cc12,-21%,4,-0.1%,18,0,0,0%,-12,-2%,11%,-6%
CC(C)N1CCN(c2ccncc2S(=O)(=O)N2CCOCC2)CC1,-3%,5,-0.1%,-11,1,-1,-2%,-3,-2%,0%,0%
Cc1c(C(=O)N2CCN(c3ncccn3)CC2)sc2nc3n(c(=O)c12)CCCC3,?,22,.,-10,1,0,2%,-1,.,4%,-9%
O=C(NCCCN1CCOCC1)C(=O)NCC1OCCN1S(=O)(=O)c1ccc(F)cc1 (stereo not given),.,-1,0.1%,-2,-2,.,0%,3,1%,-3%,-6%
COC(=O)CCSCC(=O)Nc1ccc(S(=O)(=O)N2CCOCC2)cc1OC,.,1,-0.5%,-2,-3,0,-4%,-1,0%,11%,5%
Cc1cc(Cl)ccc1OCCCC(=O)N1CCN(C)CC1,-13%,7,4.6%,17,?,.,-10%,13,1%,1%,-7%
Cc1nc(S/C(=C/c2ccc(-c3ccc(C(=O)O)cc3)o2)C(=O)O)n[nH]1,.,-3,-0.2%,-11,-1,-1,1%,-11,0%,-11%,?
CC(C)OC(=O)C1CC(C)(O)C(=O)C(C(=O)OC(C)C)C1c1ccc([N+](=O)[O-])cc1 (stereo not given),-5%,2,-0.1%,-12,19,1,1%,-18,2%,0%,2%
COc1ccc(C)cc1S(=O)(=O)N1CCCC(C(=O)NCC2CCCO2)C1 (stereo not given),-11%,-5,-0.1%,-6,0,1,0%,5,2%,6%,7%
COc1cc(C2NC(=S)NC(c3ccccc3)=C2C(C)=O)cc(Br)c1OCC(N)=O (stereo not given),3%,5,-0.1%,9,1,-3,-1%,18,3%,0%,-18%
COc1ccc(/C=C/C(=O)N2CCC(c3ccccc3)C2)cc1 (stereo not given),-17%,-1,-0.2%,32[activator],-4,1,-3%,-9,-3%,3%,6%
CSc1cccc(NC(=O)COc2ccccc2C)c1,-7%,1,-0.3%,17,9,1,18%,12,2%,2%,18%
CCc1ccc(S(=O)(=O)Nc2nccs2)cc1,7%,1,-0.1%,-15,4,-2,1%[11.5 µM],2,-2%,-1%,-11%
CCOC(=O)CNC1CC(=O)N(c2cccc(Cl)c2)C1=O (stereo not given),-3%,16,-0.2%,-8,-5,2,4%,8,3%,2%,9%
Cc1ccc(S(=O)(=O)NCC(=O)N2CCN(c3ccccn3)CC2)cc1,-3%,-17,-0.5%,4,9,3,14%,1,-2%,4%,-11%
CCC(C)c1ccccc1NS(=O)(=O)c1cnn(CC)c1 (stereo not given),-10%,-4,0.1%,3,9,4,-3%,1,-2%,0%,10%
Cc1csc(NC(=O)C(NS(=O)(=O)c2ccc(Br)s2)c2ccccc2)n1 (stereo not given),-23%,2,-0.1%,-4,2,4,1%,-11,-2%,-1%,11%
CC1=C(C)CC(C(=O)NCc2c(F)cccc2Cl)C(C(=O)O)C1 (stereo not given),21%,8,0.2%,-7,-5,1,.,7,3%,1%,4%
Cc1cccc(NC(=O)Nc2ccc(Oc3c(F)c(F)c(F)c(F)c3F)cc2)c1,?,-11,-0.5%,-3,-3,-11,-3%,-5,-2%,-1%,-1%
Cc1cc(C)cc(C(=O)NC(CC(N)=O)c2ccc(NCCN3CCCC3)c([N+](=O)[O-])c2)c1 (stereo not given),-5%,-34,-0.9%,-2,3,-1,3%,13,1%,.,4%
O=C(CCS(=O)(=O)c1ccc(Cl)cc1)NCCC1=CCCCC1,-2%,1,-0.9%,-5,?,0,1%,6,-1%,6%,8%
CC(=O)Nc1ccccc1OCC(=O)NCCc1ccc(Cl)cc1Cl,-23%,13,-0.4%,16,-4,-2,5%,3,3%,1%,0%
O=C(Cn1nc(Cl)nc1Cl)Nc1ccccc1,1%,-22,-1.0%,-2,-1,2,3%,-11,1%,3%,3%
CN1C(=O)/C(=C\c2cccc(OCc3ccccc3)c2)SC1=S,?,5,0.4%,31[activator],-3,3,.,-7,4%,0%,0%
O=S(=O)(NCC(c1cccnc1)N1CCN(c2ccc(F)cc2)CC1)c1ccc(F)cc1 (stereo not given),-5%,8,-0.3%,-11,-1,-1,-1%,5,1%,-1%,1%
COc1ccc(NC(=O)Cn2c(NCC(C)O)nc3ccccc32)cc1Cl (stereo not given),-6%,9,0.0%,-5,1,2,2%,4,3%,5%,-10%
CCN(CC1CCCO1)C(=O)c1cc(COc2ccc(OC)cc2Cl)on1 (stereo not given),8%,9,0.1%,15,12,2,.,0,0%,1%,-1%
CC(CNC(=O)Cn1ccc(N)nc1=O)c1ccccc1 (stereo not given),.,13,0.0%,-14,-7,.,.,29,1%,.,.
Cc1ccc(C(=O)Nc2ccc3c(c2)OCO3)cc1NC(=O)c1ccco1,21%,4,-0.1%,12,9,-4,0%,-7,-1%,11%,12%

# Screening results (PubChem)
